High-throughput results deposited in PubChem BioAssay by Southern Research Specialized Biocontainment Screening Center.
Salmonella PhoP GFP: Inhibition of PhoP regulon, Salmonella typhi GFP reporter cells, confirmation, 4 h (AID 1850); Salmonella Typhi PhoP-promoter GFP reporter, fluorescence, 4 h; higher % means a stronger effect; one-dose inhibition, % at 50 µM; IC50 in µM for titrated hits; actives 0.33% (n = 310,000); in the data active = a potency from the dose series; inconclusive = inhibition mostly from about 25% at the one dose, without a potency; inactive = the rest, 99 in 100 with inhibition below about 19%;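 also: 0% = induced wells with vehicle and 100% = uninduced wells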
H37Rv inhibition: M. tuberculosis growth inhibition, HTS (AID 449762) | M. tuberculosis H37Rv growth inhibition, 7H9 media; higher % means a stronger effect | inhibition, % at 25 µM; hits with a dose series show IC50 in µM | actives 0.59% (n = 330,000); in the data active = a potency from the dose series; inconclusive = inhibition above about 70% without an active follow-up result;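 also: bacterial growth assessed after seven days of incubation; strong numbers were not always called active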
influenza NS1A: NS1A inhibition, H1N1 influenza, cell based functional assay (AID 504329); actives 0.3% (n = 340,000); inhibition, % at 12.5 µM; hits with a dose series show IC50 in µM; NS1A functional cell-based assay, percent inhibition; higher % means a stronger effect; in the data active = a potency from the dose series; inconclusive = inhibition above about 27% without an active follow-up result; also: strong numbers were not always called active
tuberculosis growth: growth inhibition of non-replicating M. tuberculosis (AID 488890) | Mycobacterium tuberculosis non-replicating, growth inhibition; higher % means a stronger effect | inhibition, % at 25 µM; hits with a dose series show IC50 in µM | actives 0.39% (n = 320,000); in the data active = a potency from the dose series; inconclusive = inhibition mostly from about 82% at the one dose, without a potency; inactive = the rest, 99 in 100 with inhibition below about 76%;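 also: plate controls were DMSO cells for no effect and high antibiotic wells for full effect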
inhibitors of VEEV: inhibitors of VEEV TC-83 cytopathic effect, confirmation, Vero cells (AID 588727). one-dose inhibition, % at 20 µM; IC50 in µM for titrated hits. actives 0.13% (n = 350,000). Vero cells, VEEV TC-83 cytopathic effect inhibition; higher % means a stronger effect; in the data active = a potency from the dose series; inconclusive = inhibition mostly from about 14% at the one dose, without a potency; inactive = the rest, 99 in 100 with inhibition below about 12%; also: strong numbers were not always called active
inhibitors of VEEV 10K pilot screen: further read-out of inhibitors of VEEV, marked with its call; inhibition, %; measured here: 10K pilot screen inhibition
Numbers without * were called inactive; i = inactive; u = inconclusive; x = not tested or not shown. An unsorted share of the library. Share with any hit: about 1.6%.

SMILES	Salmonella PhoP GFP	H37Rv inhibition	influenza NS1A	tuberculosis growth	inhibitors of VEEV	others
CNC(=O)NC(=O)CSc1nc2cc(C(=O)OC)ccc2c(=O)n1-c1ccccc1	-4%	-1%	-5%	-12%	1.1%
Cc1cc(CNC(=O)C(C)n2nc(C)c([N+](=O)[O-])c2C)c2ccccc2n1 (stereo not drawn)	-1%	-2%	5%	-1%	i
Cc1ccc(NC(=O)C2COc3ccccc3O2)cc1S(=O)(=O)N1CCCCC1 (stereo not drawn)	x	4%	-7%	29%	8.4%
CSc1nc2ccc3nc(NC(=O)c4ccc(Cl)s4)sc3c2s1	-1%	1%	0%	x	2.1%
CCCOC(=O)c1ccc(NC(=O)C2C3CCC(C3)C2C(=O)O)cc1 (stereo not drawn)	-7%	u	1%	u	0.3%
c1coc(CN2CNc3nc4ccccc4n3C2)c1	-2%	-2%	-1%	-2%	i
COc1ccc(N(CC(=O)N/N=C/c2cccnc2)S(=O)(=O)c2ccccc2)c(OC)c1	-5%	-4%	-1%	14%	9.5%
CC1(C)CC(=O)C(C=NCCC2=CCCCC2)=C(O)C1	5%	12%	-4%	1%	i
Cc1sc2nc(SCC(=O)Nc3ccc(S(N)(=O)=O)cc3)[nH]c(=O)c2c1C	-5%	3%	-14%	-12%	1.2%
O=C(NCCc1ccccc1)C1CCC(CNS(=O)(=O)c2ccc(F)cc2)CC1 (stereo not drawn)	4%	3%	-20%	5%	0.9%
O=c1ccc2c(-c3ccccc3S(=O)(=O)O)c3ccc(O)c(O)c3oc-2c1O	x	14%	13µM*	9%	1.4%
O=C(Nc1ccc(O)cc1)/C(=C\c1ccncc1)NC(=O)c1ccccc1	-12%	66%	-9%	-14%	1.2%
COc1ccc(C(=O)Nc2ccccc2C(=O)NC(C)C)cc1OC	-4%	-4%	-5%	2%	7.6%
CC1(C)CC(CC(=O)NC(=S)Nc2ccc([N+](=O)[O-])cc2)C(=O)O1 (stereo not drawn)	-3%	-8%	7%	24%	i
O=C(CSc1ncccn1)Nc1ncc(C(F)(F)F)cc1Cl	0%	-2%	-9%	1%	0.3%
Cn1c(CNC(=O)c2cccs2)nnc1SCC(=O)Nc1ccc(Cl)cc1	-13%	1%	0%	6%	3.0%
O=C(NCc1ccccn1)c1n[nH]c(=O)c2ccccc12	0%	1%	1%	-3%	i
O=C(CCc1nc(-c2ccccc2)no1)NCc1ccccc1CN1CCOCC1	x	-1%	-4%	18%	0.8%
O=C1C(=O)N(CCN2CCOCC2)C(c2ccccc2)/C1=C(\O)c1ccc2c(c1)OCCO2 (stereo not drawn)	-12%	-3%	-8%	-5%	0.8%
O=C(NCCc1ccc(S(=O)(=O)N2CCCC2)cc1)c1cccs1	3%	-10%	-4%	4%	2.4%
CCCCC(c1nnnn1C1CCCC1)N1CCN(C2CCCC2)CC1 (stereo not drawn)	8%	0%	-2%	1%	i
CC(Sc1nc(N)cc(=O)[nH]1)C(=O)Nc1cccc(Cl)c1 (stereo not drawn)	-5%	-3%	-17%	8%	0.5%
CCC1NC(=O)c2cc(S(N)(=O)=O)c(Cl)cc2N1 (stereo not drawn)	-3%	-3%	-3%	-4%	0.2%
NC(=O)C1(N2CCCCC2)CCN(C(=S)Nc2cccc(Cl)c2)CC1	4%	-4%	3%	22%	1.6%
O=C1CCC([N+](=O)[O-])C(c2cccc(Br)c2)N1 (stereo not drawn)	-1%	-3%	0%	8%	0.8%

Overlap with the part before: 7 compounds; new compounds follow.
SMILES	Salmonella PhoP GFP	H37Rv inhibition	influenza NS1A	tuberculosis growth	inhibitors of VEEV	others
O=C1C(=O)N(CCN2CCOCC2)C(c2ccccc2)/C1=C(\O)c1ccc2c(c1)OCCO2 (stereo not drawn)	-12%	-3%	-8%	-5%	0.8%
O=C(NCCc1ccc(S(=O)(=O)N2CCCC2)cc1)c1cccs1	3%	-10%	-4%	4%	2.4%
CCCCC(c1nnnn1C1CCCC1)N1CCN(C2CCCC2)CC1 (stereo not drawn)	8%	0%	-2%	1%	i
CC(Sc1nc(N)cc(=O)[nH]1)C(=O)Nc1cccc(Cl)c1 (stereo not drawn)	-5%	-3%	-17%	8%	0.5%
CCC1NC(=O)c2cc(S(N)(=O)=O)c(Cl)cc2N1 (stereo not drawn)	-3%	-3%	-3%	-4%	0.2%
NC(=O)C1(N2CCCCC2)CCN(C(=S)Nc2cccc(Cl)c2)CC1	4%	-4%	3%	22%	1.6%
O=C1CCC([N+](=O)[O-])C(c2cccc(Br)c2)N1 (stereo not drawn)	-1%	-3%	0%	8%	0.8%
CCOc1ccc2nc(N(CCCN(C)C)C(=O)c3ccc4c(c3)CCCC4)sc2c1	3%	u	12%	u	2.1%
COC(=O)C1=C(C)N(CCc2c[nH]c3ccc(OC)cc23)C(=O)C1	14%	-5%	4%	10%	11%
CCN(CC)CCN(CC)Cc1ccccc1Br	-8%	-8%	-12%	-2%	i
C/C(=N\NC(=O)C(=O)Nc1cc(C)ccc1C)c1ccncc1	3%	-8%	2%	-6%	0.2%
COC(=O)c1c(NC(=O)c2ccn(C)n2)sc2c1CCC2	-9%	-21%	8%	7%	7.1%
Brc1ccc(C=Nc2ccc3c(c2)OCCOCCOCCO3)s1	-11%	-5%	16%	8%	i
Cn1cc(C(=O)NCC(=O)Nc2ccccc2Br)cn1	x	-11%	1%	-1%	1.1%
COc1cccc(NC(=S)N(CCc2c(C)[nH]c3ccc(C)cc23)Cc2cccs2)c1	-4%	-13%	12%	x	1.5%
Cc1ccc(Sc2ncccc2C(=O)O)cc1C	-6%	2%	-11%	-22%	3.4%
O=C1CSC(c2ccccc2)N1Cc1ccccc1 (stereo not drawn)	-6%	5%	-6%	25%	1.5%
Cc1ccccc1CNC(=O)C1CCCN(c2cnccn2)C1 (stereo not drawn)	-2%	2%	12%	-3%	3.0%
COc1ccc(S(=O)(=O)N2CCCC(C(=O)NCCCn3ccnc3)C2)cc1OC (stereo not drawn)	4%	4%	7%	-5%	u
CCOc1ccc(Nc2oc(Cc3ccccc3)nc2C#N)cc1	1%	43%	12%	78%	2.9%	inhibitors of VEEV 10K pilot screen=1.6
COc1cc2oc3ccccc3c(=O)c2cc1OC	4%	-11%	-9%	-7%	7.8%
CC(C)(C)C1CCC(C(=O)Nc2ccccc2)CC1 (stereo not drawn)	6%	3%	-21%	78%	i
O=C(N/N=C/c1cccc([N+](=O)[O-])c1)c1cccs1	-6%	0%	-2%	7%	0.9%
N#Cc1c(-c2ccc(Cl)cc2)cc(-c2ccccc2)nc1SCC(=O)O	4%	1%	-10%	32%	i
N#C/C(=C\c1ccc(N2CCOCC2)o1)c1nc2ccccc2[nH]1	-6%	8%	14%	-34%	9.9%
COc1cc(OC)cc(C(=O)NNC(=O)c2cc3ccccc3cc2O)c1	13%	-8%	-27%	-15%	2.7%
CCCCN(CC)CCNC(=O)c1cc2c(=O)[nH]c3ccccc3c2s1	4%	-2%	-12%	13%	i
CCOC(=O)NN1C(=O)c2ccccc2NC1c1ccc(OC)cc1 (stereo not drawn)	-2%	7%	22%	-17%	i
COc1cc(/C=N/O)ccc1Oc1ccc([N+](=O)[O-])cc1[N+](=O)[O-]	-1%	1%	5%	54%	i
CC1=C(C(=O)N2CCOCC2)C(c2cccs2)NC(=O)N1 (stereo not drawn)	0%	-10%	1%	-7%	i
Cc1ccccc1NC(=O)c1ccc(NC(=O)c2ccco2)cc1	-6%	-1%	8%	4%	4.4%
CC(CN1CCCCC1)OC(=O)c1ccco1 (stereo not drawn)	7%	3%	3%	-3%	i

Of the compounds above, these have fluorine.
SMILES	Salmonella PhoP GFP	H37Rv inhibition	influenza NS1A	tuberculosis growth	inhibitors of VEEV	others
O=C(NCCc1ccccc1)C1CCC(CNS(=O)(=O)c2ccc(F)cc2)CC1 (stereo not drawn)	4%	3%	-20%	5%	0.9%
O=C(CSc1ncccn1)Nc1ncc(C(F)(F)F)cc1Cl	0%	-2%	-9%	1%	0.3%

More structures follow:
SMILES	Salmonella PhoP GFP	H37Rv inhibition	influenza NS1A	tuberculosis growth	inhibitors of VEEV	others
COc1ccc(S(=O)(=O)NC(C)C(=O)NCc2ccncc2)cc1C (stereo not drawn)	-1%	-6%	8%	-7%	1.6%
Fc1ccc(N=C2NN=C(c3cc(F)ccc3F)CS2)cc1	-12%	4%	3%	30%	u
COc1c(F)c(F)c(C(=O)O)c(Nc2ccccc2C)c1F	-9%	-2%	1%	23%	2.5%
COC(=O)c1sc(SC)c(-c2ccon2)c1C	5%	4%	6%	-7%	2.2%
CC(C)c1ccccc1NC(=O)COc1ccc2c(=O)c(Oc3ccc4ccccc4c3)coc2c1	-1%	-6%	x	5%	x
O=C(NCc1cccs1)C1CCCN(S(=O)(=O)c2ccc(Br)s2)C1 (stereo not drawn)	-5%	-1%	-6%	0%	0.5%
O=C(NNc1ccccc1[N+](=O)[O-])Nc1ccc(F)cc1	0%	-4%	17%	24%	i
CC(=O)Nc1c(O)c2ccccc2[nH]c1=O	-14%	-4%	0%	-1%	0.5%
CC(C)c1ccc(NC(=O)COC(=O)CC2CCCC2)cc1	x	-1%	-10%	u	1.4%
N#Cc1ccc(N/N=C/c2cn(-c3ccccc3)nc2-c2ccccc2)c([N+](=O)[O-])c1	3%	12%	-2%	-19%	0.7%
Fc1ccc(-c2csc(-c3ccncc3)n2)cc1	0%	-3%	-3%	34%	0.7%
CC(C)CC(=O)N=C1SC2CS(=O)(=O)CC2N1Cc1ccccc1Cl (stereo not drawn)	8%	-8%	x	-7%	0.2%
COc1cccc(C2CCCCN(C)C2=O)c1 (stereo not drawn)	7%	5%	10%	-5%	3.8%
CCCCCCC(=O)Nc1nc(C)c(-c2csc(Nc3ccc(Cl)cc3)n2)s1	-2%	u	4%	62%	4.9%	inhibitors of VEEV 10K pilot screen=4.4
NNc1nc(-c2ccccc2)cs1	-2%	11%	12%	5%	0.3%
O=C(Nc1ccc(S(=O)(=O)Nc2nccs2)cc1)c1cc(=O)[nH]c2ccccc12	2%	12%	-4%	23%	1.1%
CCCc1nnc(NC(=O)c2cc3ccccc3o2)s1	1%	-1%	4%	x	0.8%
N/C(=N\OC(=O)Cc1ccccc1)c1cccc(Br)c1	5%	31%	-6%	35%	1.2%
O=C(CCC(=O)Nc1ccccc1)NNC(=O)c1ccco1	3%	25%	4%	39%	2.3%
O=C(NCCc1cccc(F)c1)C1CCCN(c2nc3ccccc3s2)C1 (stereo not drawn)	1%	-3%	-6%	-3%	0.9%
O=C(O)/C(=C\c1ccc(Br)cc1)NC(=O)c1cccs1	6%	-2%	12%	6%	0.2%
COc1ccc(CCNC(=O)CSc2nnc3c(n2)[nH]c2ccc(F)cc23)cc1OC	5%	-14%	7%	-12%	0.7%
CCCCNC(=O)c1onc(CSc2ccc(F)cc2)c1C(=O)O	-18%	-4%	-4%	45%	4.6%	inhibitors of VEEV 10K pilot screen=0.2
COc1ccccc1CCNC(=O)c1ccc(OC)c(OC2CCN(C(C)C)CC2)c1	-3%	-11%	-7%	17%	1.2%
CCn1ccnc1CN(C)C(=O)c1cc(COc2ccc(-n3cncn3)cc2)on1	16%	2%	8%	-3%	i
CN(C)C(=O)[C@@H]1C[C@H]1[C@@H](NC(=O)OCc1ccccc1)c1ccccc1	-1%	0%	-16%	-11%	8.6%
CC(Sc1ncnc2sc(-c3ccccc3)cc12)C(=O)N1CCNC1=O (stereo not drawn)	x	2%	-5%	18%	6.4%

Fetched one by one from the entries so far, six records:
SMILES	Salmonella PhoP GFP	H37Rv inhibition	influenza NS1A	tuberculosis growth	inhibitors of VEEV	others
O=C(CCc1nc(-c2ccccc2)no1)NCc1ccccc1CN1CCOCC1	x	-1%	-4%	18%	0.8%
N#Cc1c(-c2ccc(Cl)cc2)cc(-c2ccccc2)nc1SCC(=O)O	4%	1%	-10%	32%	i
O=C1CSC(c2ccccc2)N1Cc1ccccc1 (stereo not drawn)	-6%	5%	-6%	25%	1.5%
CC1(C)CC(=O)C(C=NCCC2=CCCCC2)=C(O)C1	5%	12%	-4%	1%	i
CCOc1ccc(Nc2oc(Cc3ccccc3)nc2C#N)cc1	1%	43%	12%	78%	2.9%	inhibitors of VEEV 10K pilot screen=1.6
CCC1NC(=O)c2cc(S(N)(=O)=O)c(Cl)cc2N1 (stereo not drawn)	-3%	-3%	-3%	-4%	0.2%
